Screening data from PubChem BioAssay.
LMPTP block = LMPTP (human) inhibition | inhibition, % at 20 µM | AID 651560 | 360,000 compounds, 0.22% hits | recombinant LMPTP-A, OMFP fluorogenic substrate, fluorescence intensity;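 active = compounds that cut the enzyme signal by at least half of the control window in the single-dose screen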;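 also: plate controls were DMSO wells with enzyme plus substrate for no effect and substrate without enzyme for full effect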
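Test system: LMPTP-A, protein tyrosine phosphatase of low molecular weight; Input: 0.625 nM enzyme; Incubation: 50 min dark incubation at room temperature; Signal: endpoint fluorescence intensity from OMFP dephosphorylation; Read-out basis: % inhibition versus control wells.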
MT1-MMP act inh = blocks activation of human MT1-MMP | HT1080 RFP-PRO-GFP cells, GFP/RFP ratio fluorescence, overnight; percent of plate control window, DMSO zero | GFP/RFP ratio change, % at 20 µM | 360,000 compounds, 0.061% hits;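 active = GFP/RFP ratio change of at least 30% with cell ATP level not reduced by more than half and red fluorescence within 50% of control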; also: strong numbers were not always called active
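system = RFP-PRO-GFP reporter HT1080 cells | dosing = 20 µM single dose, 1% DMSO | timing = overnight cell settling, then overnight compound exposure, 37 °C, 5% CO2 | read-out basis = GFP/RFP fluorescence ratio | controls = DMSO and RFP-L50D-GFP cell wells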
CendR NRP1 mod = modulators of CendR peptide binding to human neuropilin-1; O14786; FAM-RPARPAR peptide binding to NRP-1, fluorescence polarization; inhibition, % at 25 µM; 360,000 compounds, 0.85% hits;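 active = inhibition or corrected inhibition above about 18%, plus a signal ratio from 0.5 to 1.5, limit read from the data, passing the limit was not always enough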; also: strong numbers were not always called active
Target sequence (O14786 whole entry, looked up): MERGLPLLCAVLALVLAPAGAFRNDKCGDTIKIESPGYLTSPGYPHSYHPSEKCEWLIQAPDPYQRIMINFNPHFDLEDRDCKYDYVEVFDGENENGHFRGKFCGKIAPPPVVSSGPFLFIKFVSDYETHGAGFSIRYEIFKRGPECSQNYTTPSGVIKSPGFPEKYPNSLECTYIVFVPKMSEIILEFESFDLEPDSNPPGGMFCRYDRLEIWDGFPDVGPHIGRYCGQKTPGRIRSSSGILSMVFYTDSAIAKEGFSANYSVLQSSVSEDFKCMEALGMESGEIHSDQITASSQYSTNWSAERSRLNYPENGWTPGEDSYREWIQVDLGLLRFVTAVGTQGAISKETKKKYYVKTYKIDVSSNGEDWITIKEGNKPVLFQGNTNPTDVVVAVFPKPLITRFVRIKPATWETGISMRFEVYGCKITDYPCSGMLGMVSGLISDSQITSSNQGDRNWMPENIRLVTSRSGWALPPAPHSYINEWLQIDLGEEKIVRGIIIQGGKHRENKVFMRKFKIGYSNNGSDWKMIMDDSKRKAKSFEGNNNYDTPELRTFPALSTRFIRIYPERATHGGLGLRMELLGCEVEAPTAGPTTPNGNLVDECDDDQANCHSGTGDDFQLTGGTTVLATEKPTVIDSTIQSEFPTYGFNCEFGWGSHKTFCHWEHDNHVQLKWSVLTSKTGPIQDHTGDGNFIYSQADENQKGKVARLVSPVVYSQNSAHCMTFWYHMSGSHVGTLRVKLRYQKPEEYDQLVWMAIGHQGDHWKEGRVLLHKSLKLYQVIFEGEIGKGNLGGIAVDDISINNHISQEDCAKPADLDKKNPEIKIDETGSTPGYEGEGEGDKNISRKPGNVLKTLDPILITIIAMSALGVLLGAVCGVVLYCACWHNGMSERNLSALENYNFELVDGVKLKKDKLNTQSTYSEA
SKN-1 block = blocks SKN-1 activity in C. elegans. C. elegans VP596 Pgst-4::GFP/RFP ratio, acrylamide-induced, 24 h. inhibition, % at 21.8 µM. 360,000 compounds, 0.49% hits. AID 624304;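 active = interference check ratio from 0.5 to 1.5 plus GFP to RFP signal ratio inhibition reaching or exceeding a fixed threshold, cut at about 30% in these data, passing the limit was not always enough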; also: some compounds called inactive have numbers as strong as hits
Rpn11 block = blocks the human proteasome subunit Rpn11; O00487; human 26S proteasome, Ub4-pepOG fluorescence polarization; 20S core pre-blocked with epoxomicin; calls only at 20 µM; 360,000 compounds, 0.59% hits; AID 588493;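 active = inhibition at 20 µM, scaled to each plate's controls, above about 33%, limit read from the data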
STEP block = blocks human striatal-enriched tyrosine phosphatase; recombinant STEP, OMFP fluorogenic substrate, fluorescence; inhibition, % at 20 µM; 360,000 compounds, 0.25% hits; AID 588621;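 active = inhibition at 20 µM, scaled per plate between control wells, above about 37%, limit read from the data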;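 also: 0% = DMSO with enzyme and substrate and 100% = substrate only without enzyme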
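Assay system: isolated STEP enzyme / Timing: 20 min at room temperature, dark / Doses: 20 µM, 1% DMSO / Technique: fluorescence intensity, excitation 480 nm, emission 540 nm / Reagent: fluorogenic phosphatase substrate OMFP at 25 µM final / Measure: percent inhibition scaled to no-enzyme and uninhibited-enzyme controls, plate-pattern corrected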
NadD block = inhibitors of Staphylococcus aureus NadD | purified NadD enzyme, colorimetric absorbance read-out | inhibition, % at 20 µM | 360,000 compounds, 0.78% hits | AID 602399; in the data active = inhibition above about 26%; also: some compounds past the cut are filed as inactive
Scp-1 inhibitor = blocks human Scp-1 phosphatase activity. Q9GZU7. Recombinant Scp1, phosphopeptide, malachite green phosphate absorbance. inhibition, % at 20 µM. 340,000 compounds, 0.88% hits. AID 493091;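 active = inhibition above about 50% at 20 µM, limit read from the data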;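 also: plate controls were DMSO wells with enzyme for no effect and wells lacking enzyme for full effect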
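Material – SCP-1 phosphatase catalytic domain, residues 76-261 · Buffer or medium – Acidic Tris acetate buffer with magnesium and detergent · Also added – Phospho 17-mer peptide substrate · Compound – single 20 µM dose, 1% DMSO · Times – 45 min room-temperature reaction, 5 min colour, 30 min stabiliser · Technique – Phosphate-binding colour reagent, absorbance read at 630 nm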
SUMO1-SIM PPI = modulators of human SUMO1-mediated protein-protein interactions; 360,000 compounds, 0.33% hits; SUMO1 binding to a labelled peptide, TR-FRET, 1 h; P63165; inhibition, % at 20 µM; AID 602429; in the data active = inhibition above about 37%
DNMT1 block = blocks human DNA methyltransferase DNMT1; P26358; DNMT1 molecular beacon, Hinp1I cleavage, fluorescence; inhibition (reported as % activation of signal), % at 10 µM; 360,000 compounds, 0.83% hits; in the data active = inhibition above about 50%
Active calls of the source: *; i = inactive; . = no result given.

MT1-MMP act inh,Scp-1 inhibitor,DNMT1 block,NadD block,CendR NRP1 mod,LMPTP block,STEP block,Rpn11 block,SKN-1 block,SUMO1-SIM PPI,mol
2,-4,0,1,2,-0.5,1,i,-7,-4,O=C(Nc1ccnn1C1CCN(C/C=C/c2ccccc2)CC1)c1ccccc1
3,7,-1,3,-11,0.4,2,i,9,-14,O=C1c2ccccc2C(=O)N1CCn1c(=O)oc2ccccc21
-11,-4,-11,-1,-8,0.2,0,i,23,-7,CCOC(=O)C1=Nc2ccccc2C1=[N+]=[N-]
2,.,4,4,12,0.0,-2,i,4,-3,COc1ccc(C(O)c2ncc(-c3cccc(F)c3)[nH]2)cc1F (stereo not given)
-8,-3,0,0,-6,0.4,-2,i,-1,-5,Cc1cc2oc(=O)cc(CN3CCN(Cc4ccccc4)CC3)c2cc1Cl
-4,-4,-2,2,-4,-0.4,1,i,8,0,CCC(=O)N1CCN(c2ccc(NC(=O)COc3ccccc3Cl)cc2)CC1
-2,-6,6,-10,11,38,3,i,4,8,Clc1cccc(-c2nc(NCCCN3CCOCC3)c3ccccc3n2)c1
-6,-15,-2,-1,3,-2.9,-2,i,18,-4,O=C(N1CCOCC1)N1CCN(c2ccccc2)CC1
2,-5,0,1,-5,-0.5,4,i,6,-2,CCOCCn1c(CN2CCC(Cc3ccccc3)CC2)nc2c1c(=O)n(C)c(=O)n2C
2,-8,1,1,5,-1.6,0,i,-11,-25,O=C(O)c1ccc(Oc2ccc([N+](=O)[O-])cc2)c([N+](=O)[O-])c1
1,-10,6,-10,3,-0.1,-1,i,4,-3,COc1ccc(S(=O)(=O)Nc2cccc(N(C)S(C)(=O)=O)c2)cc1Br
4,-3,-5,-3,-3,2.3,2,i,9,2,N/C(=N\OC(=O)CCc1ccccc1)c1ccc(Cl)cc1
-2,-1,3,0,-8,-0.7,-2,i,16,1,Cc1ccccc1CSCC(=O)Nc1c(C)n(C)n(-c2ccccc2)c1=O
0,4,1,1,1,-1.3,-3,i,3,7,O=c1cc(-c2ccccc2)oc2ccccc12
1,-1,0,1,-3,0.7,2,i,-11,-1,CCCc1nc2ccccc2n1CCOC
4,-1,0,0,15,-0.1,-1,i,1,-1,COc1cc(NC(=O)c2ccccc2F)c(OC)cc1NC(=O)CN1CCCCC1
2,2,-11,3,24,2.1,1,i,14,-3,C=CC1=C2C=C(C3CC3)N(CC3CC3)C=C2C(=O)C(C)(OC(=O)c2ccco2)C1=O (stereo not given)
4,0,-2,0,-7,-0.4,1,i,9,-3,Cc1cccc(NC(=S)NC2CC3CCC(C2)N3Cc2ccco2)c1C (stereo not given)
-1,12,0,-2,13,-0.2,0,i,-11,-5,COCCn1c(SCC(=O)NC(C)c2ccc(F)cc2)nc2ccccc21 (stereo not given)
-1,-5,-6,-5,4,0.1,-4,i,-2,-27,CC(C)CNC(=O)c1ccc2c(c1)C(=O)N(Cc1ccco1)C2=O
-1,-4,-6,7,2,5.6,-1,i,12,1,Cc1nn(Cc2ccccc2Cl)c2sc(C(=O)Nc3ccccc3N3CCOCC3)cc12
-6,-6,-2,21,-46,1.3,3,i,19,7,Oc1ccc(Cl)cc1C1=NNC(c2cc(Br)cc3c2OCOC3)C1 (stereo not given)
-1,2,9,-3,4,-1.1,-8,i,6,4,CC(=O)Nc1ccc(S(=O)(=O)NCCC(=O)Nc2ccc(C)c(F)c2)cc1
1,-5,3,8,-2,-1.8,1,i,8,-2,COCCNC(=O)Cn1c(=O)n(CCCC(=O)NCc2ccc3c(c2)OCO3)c(=O)c2sccc21
2,.,0,7,-26,2.0,-1,i,8,0,COc1ccc(-c2nc3ccc(Br)cn3c2Cc2ccc(C)cc2)cc1OC

6 records picked at random from the list so far:
MT1-MMP act inh,Scp-1 inhibitor,DNMT1 block,NadD block,CendR NRP1 mod,LMPTP block,STEP block,Rpn11 block,SKN-1 block,SUMO1-SIM PPI,mol
-8,-3,0,0,-6,0.4,-2,i,-1,-5,Cc1cc2oc(=O)cc(CN3CCN(Cc4ccccc4)CC3)c2cc1Cl
4,-3,-5,-3,-3,2.3,2,i,9,2,N/C(=N\OC(=O)CCc1ccccc1)c1ccc(Cl)cc1
1,-1,0,1,-3,0.7,2,i,-11,-1,CCCc1nc2ccccc2n1CCOC
2,-8,1,1,5,-1.6,0,i,-11,-25,O=C(O)c1ccc(Oc2ccc([N+](=O)[O-])cc2)c([N+](=O)[O-])c1
-1,12,0,-2,13,-0.2,0,i,-11,-5,COCCn1c(SCC(=O)NC(C)c2ccc(F)cc2)nc2ccccc21 (stereo not given)
-2,-1,3,0,-8,-0.7,-2,i,16,1,Cc1ccccc1CSCC(=O)Nc1c(C)n(C)n(-c2ccccc2)c1=O

Next results follow.
MT1-MMP act inh,Scp-1 inhibitor,DNMT1 block,NadD block,CendR NRP1 mod,LMPTP block,STEP block,Rpn11 block,SKN-1 block,SUMO1-SIM PPI,mol
-2,-4,4,-6,0,0.2,2,i,-2,-6,COc1ccc(C)cc1NC(=O)c1[nH]c(C)c(C(C)=O)c1C
2,8,0,-11,4,0.4,2,i,2,0,Cc1cc(C(=O)OCc2nc3ccccc3s2)c(C)o1
1,-5,0,8,14,-1.5,-5,i,-7,-3,O=C(NNC1=C(C(=O)C(F)(F)F)CCC1)c1ccncc1
-7,3,2,-6,0,-3.1,-5,i,0,4,CCC(NC(=O)C1CCC1)c1ccc(C)cc1 (stereo not given)
1,0,0,2,-17,-1.6,-2,i,8,4,COc1ccc(-n2c(C)nnc2SCC(=O)N2CCOCC2)cc1
7,-9,-5,-1,9,-1.1,5,i,0,-9,Cc1ccc(NC(=S)NCC2CCN(C(C)c3ccccc3)C2)cc1C (stereo not given)
0,.,.,3,-10,-2.1,.,.,-9,1,CCCCNC(=O)C[C@@H]1C[C@@]2(C(=O)OCC)CCC=C2N(Cc2ccco2)C1=O
1,5,-2,-2,1,-1.9,0,i,17,-3,NC(=O)C1C2CCC(C2)C1C(N)=O (stereo not given)
8,-1,3,1,4,1.5,-1,i,11,2,CCOc1ccccc1CNc1nc2ccccc2n1C
5,0,11,-3,-7,4.0,-1,i,0,0,Cn1nc(C(F)(F)F)c(C(=O)Nc2ccc(F)cc2F)c1Sc1ccc(C(F)(F)F)cc1
0,4,11,-9,-2,-3.7,0,i,-14,-17,CC1CCC(NC(=O)C2CCC(CNS(=O)(=O)c3cccc4nsnc34)CC2)CC1 (stereo not given)
-3,-5,0,2,0,-0.9,2,i,6,7,Cc1nnc(SCc2nnc(-c3ccccc3Br)o2)n1-c1ccccc1
1,-11,0,-5,-4,-0.2,-3,i,14,-4,Cc1cccc(OCCNC(=O)c2ncn[nH]2)c1
3,-13,1,-5,0,-1.1,-2,i,9,-20,CN1CCN(CCNC(=O)Nc2ccc([N+](=O)[O-])cc2)CC1
-4,-10,-3,-2,-1,-0.5,10,i,-2,0,COc1ccc(-c2noc(CCC(=O)N(C)c3cccc(C)c3)n2)cc1
-8,3,1,-11,-9,1.2,0,i,16,-6,COc1ccc(C(=O)N=c2sc3ccccc3n2C)cc1
3,-4,-5,1,-9,1.2,3,i,-6,1,CN(CC(=O)Nc1ccc(N2CCOCC2)cc1)Cc1c(O)ccc2ccccc12
-2,-4,-3,4,-8,-1.4,-2,i,12,-7,Cc1c(O)ccc(C(=O)CN2CCN(c3ccccc3)CC2)c1O
4,-6,-3,-4,7,0.6,0,i,-11,0,CCOc1ccc(NC(=O)C2CCCN(S(=O)(=O)c3ccc4c(c3)CC(C)N4C(C)=O)C2)cc1 (stereo not given)
-21,-7,-20,1,-14,3.3,0,i,2,-7,Cc1ccc2[nH]c3c(c2c1)CN(C(=O)CN1CCN(c2ccccn2)CC1)CC3
-4,0,-3,-7,-5,-1.9,-1,i,18,1,Cc1ccc(S(=O)(=O)NCCC(=O)Nc2ccc(S(=O)(=O)NC(C)C)cc2)cc1
0,-5,-34,8,-2,2.8,-2,i,23,3,Cc1nc2cc(C(F)(F)F)ccc2n1CCNc1nc(-c2cc(Cl)c(N)c(Cl)c2)cs1
-5,-4,3,0,-2,0.8,-6,i,0,2,O=C(Nc1ccccc1)NC1CCCc2ccccc21 (stereo not given)
0,-3,-8,-10,0,2.3,2,i,3,-3,COc1ccc(COC(=O)c2sc3nc4n(c(=O)c3c2C)CCC4)cc1
-4,-17,7,-8,-6,2.3,0,i,7,-5,CCC(=O)N1CCN(c2ccnc3cc(Cl)ccc23)CC1
-2,-3,2,7,8,-0.7,1,i,5,4,Cc1ccccc1NC(=O)C1CCN(C(=O)NC2CCCCC2)CC1
6,-7,-1,2,-1,-1.1,3,i,7,-4,Cn1cccc1CC(=O)NNC(=S)NC(=O)c1ccc(F)cc1
1,5,-1,-1,-4,-1.3,0,i,1,0,O=C(CSc1nnc(Cc2ccccc2)o1)NCCc1ccccc1
